CRFR2-BP ag: CRF-BP/CRF-R2 complex agonism; HEK293 CRF-R2/CRF-BP, calcium dye fluorescence (FLIPR); percent of saturating CRF peptide response; activation, % at 13.2 µM; actives 0.46% (n = 350,000);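 active = activation of at least 50%, plus an integration ratio under a set limit after plate pattern correction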;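 also: plate controls were neutral control wells without compound for no effect and CRF at EC100 for full effect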
M4 ag: agonists of human muscarinic M4 receptor (CHRM4); CHO-K1 hM4/Gqi5, Fluo-8 calcium fluorescence; vehicle 0%, full acetylcholine response 100%; P08173; actives 0.14% (n = 360,000); activation, % at 3 µM;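 active = activation above the run mean over all test wells plus 3 SD, cut at about 32% in these data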;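 also: peak over basal fluorescence ratio per well then scaled between controls; 0% = DMSO wells and 100% = acetylcholine at EC100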
CHRM5 agonist: CHRM5 agonism in calcium assay. CHO-K1 hM5 cells, Fluo-8 calcium fluorescence; 0% DMSO wells, 100% maximal acetylcholine response. activation, % at 3 µM. actives 0.19% (n = 360,000);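 active = activation above the run's mean over test compounds plus 3 SD, cut at about 23% in these data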;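 also: signal is peak over basal fluorescence ratio across the kinetic read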
Target sequence (P08912 whole entry, looked up): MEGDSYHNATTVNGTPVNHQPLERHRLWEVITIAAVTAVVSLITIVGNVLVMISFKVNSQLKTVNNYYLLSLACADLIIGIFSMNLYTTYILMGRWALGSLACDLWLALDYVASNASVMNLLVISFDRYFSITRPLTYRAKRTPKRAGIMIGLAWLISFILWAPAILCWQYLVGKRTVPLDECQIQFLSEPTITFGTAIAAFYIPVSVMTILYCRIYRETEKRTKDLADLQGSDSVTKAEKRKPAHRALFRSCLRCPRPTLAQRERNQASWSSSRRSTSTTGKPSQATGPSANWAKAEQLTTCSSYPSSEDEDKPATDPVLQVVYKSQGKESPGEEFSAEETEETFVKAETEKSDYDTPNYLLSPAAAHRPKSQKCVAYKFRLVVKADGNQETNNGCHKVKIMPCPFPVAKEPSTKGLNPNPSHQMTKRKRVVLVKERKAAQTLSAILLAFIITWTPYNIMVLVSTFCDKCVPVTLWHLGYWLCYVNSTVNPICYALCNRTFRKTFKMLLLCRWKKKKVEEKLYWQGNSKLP
CHRM5 antagonist: antagonists of human muscarinic M5 receptor (CHRM5); P08912; CHO-hM5 cells, Fluo-8 calcium fluorescence, ACh EC80; inhibition, % at 3 µM; actives 0.59% (n = 360,000);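 active = inhibition above a per-plate cutoff, the mean of that plate's test compounds plus 3 SD, cut at about 27% in these data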;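 also: 0% = acetylcholine EC80 with DMSO and 100% = DMSO without agonist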
M1 antag: antagonists of human M1 muscarinic receptor. actives 1.3% (n = 360,000). P11229. inhibition, % at 3 µM. CHO-K1 hM1, Fluo-8 calcium fluorescence, ACh EC80 antagonist;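 active = percent inhibition above its own plate's cutoff, namely the mean of that plate's compound wells plus 3 SD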;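 also: peak over basal fluorescence ratio during 140 s after agonist addition; 0% = ACh EC80 plus DMSO and 100% = DMSO alone without agonist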
Target sequence (P11229 whole entry, looked up): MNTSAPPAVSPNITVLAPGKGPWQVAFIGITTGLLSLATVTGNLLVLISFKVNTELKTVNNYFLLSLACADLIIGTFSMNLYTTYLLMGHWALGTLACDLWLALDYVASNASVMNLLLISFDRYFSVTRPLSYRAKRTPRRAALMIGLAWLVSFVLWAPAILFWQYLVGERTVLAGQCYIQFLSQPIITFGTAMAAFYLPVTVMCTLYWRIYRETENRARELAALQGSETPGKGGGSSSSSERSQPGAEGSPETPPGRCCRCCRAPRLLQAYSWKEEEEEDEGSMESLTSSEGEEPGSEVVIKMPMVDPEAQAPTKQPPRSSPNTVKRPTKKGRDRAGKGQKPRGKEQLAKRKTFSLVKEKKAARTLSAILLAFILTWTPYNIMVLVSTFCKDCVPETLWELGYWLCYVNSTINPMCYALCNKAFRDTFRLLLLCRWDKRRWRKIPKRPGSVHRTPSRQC
CHRM5 PAM: CHRM5 positive allosteric modulation; actives 0.3% (n = 360,000); P08912; CHO-K1 hM5, Fluo-8 calcium, ACh EC20 PAM; 0% = ACh EC20, 100% = ACh EC100; activation, % at 3 µM;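 active = activation above the run cutoff, the mean activation of all test compounds plus 3 SD, cut at about 18% in these data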
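System – CHO-K1 hM5 cells · Compound – 3 µM, single dose · Incubation – compound preincubation 140 s before EC20 acetylcholine addition · Technique – Fluo-8 calcium fluorescence · Measure – Max/basal fluorescence ratio as % of EC20–EC100 ACh window · Benchmarks – low control EC20 acetylcholine (0%), high control EC100 acetylcholine (100%) · Replication – singlicate, one well per test compound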
CHRM4 PAM: potentiates acetylcholine response at human M4 receptor; CHO-K1 hM4/Gqi5, Fluo-8 calcium fluorescence, ACh EC20; 0% = ACh EC20, 100% = maximal ACh; actives 0.4% (n = 360,000); activation, % at 3 µM;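 active = activation above its plate's cutoff, the mean activation of sample wells plus 3 SD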; also: some results filed as inactive read as strong as hits
CHRM1 PAM: human CHRM1 positive allosteric modulation; P11229; AID 588819; activation, % at 3 µM; CHO-K1 hM1, Fluo-8 calcium fluorescence, ACh EC20; 0% = ACh EC20, 100% = maximal ACh; actives 0.088% (n = 360,000); in the data active = activation above about 19%, passing the limit was not always enough
M4 antag: blocks acetylcholine activation of human M4 receptor | actives 0.73% (n = 360,000) | inhibition, % at 3 µM | P08173 | CHO-hM4 cells, ACh EC80, Fluo-8 calcium fluorescence;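 active = inhibition above its plate's cutoff, the mean inhibition of sample wells plus 3 SD, cut at about 27% in these data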;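 also: 0% = acetylcholine EC80 with DMSO and 100% = DMSO without agonist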
* = called active by the depositor; . = no result given.

Sample of the layout (5 entries):
Below each compound – CRFR2-BP ag	M4 ag	CHRM5 PAM	CHRM5 agonist	M1 antag	CHRM1 PAM	M4 antag	CHRM4 PAM	CHRM5 antagonist
Clc1ccc(OCc2nnc(SCCN3CCCCC3)n2Cc2ccco2)cc1
    1.5	1	-17	-7	99*	-21	58*	-27	12
COc1ccc(NC(=O)/C=C/c2ccc(S(=O)(=O)N3CCOCC3)cc2)cc1
    -0.2	0	-3	1	3	-2	0	-4	10
CCCOc1ccc(C(O)(CCN2CCCCC2)c2ccccc2OC)cc1 (stereo not drawn)
    4.5	3	-16	-7	3	-11	9	-14	22
COC(=O)c1cc(Oc2ccc(C(=O)OC)cc2N)cc(C(=O)OC)c1
    0.5	1	-14	0	3	15	-2	20*	-9
CCOc1ccc(NS(=O)(=O)c2ccc(OC)c(C)c2)cc1
    -0.1	1	1	0	-8	6	-3	0	-1

Main list, from the first entry:
Below each compound – CRFR2-BP ag	M4 ag	CHRM5 PAM	CHRM5 agonist	M1 antag	CHRM1 PAM	M4 antag	CHRM4 PAM	CHRM5 antagonist
Clc1ccc(OCc2nnc(SCCN3CCCCC3)n2Cc2ccco2)cc1
    1.5	1	-17	-7	99*	-21	58*	-27	12
COc1ccc(NC(=O)/C=C/c2ccc(S(=O)(=O)N3CCOCC3)cc2)cc1
    -0.2	0	-3	1	3	-2	0	-4	10
CCCOc1ccc(C(O)(CCN2CCCCC2)c2ccccc2OC)cc1 (stereo not drawn)
    4.5	3	-16	-7	3	-11	9	-14	22
COC(=O)c1cc(Oc2ccc(C(=O)OC)cc2N)cc(C(=O)OC)c1
    0.5	1	-14	0	3	15	-2	20*	-9
CCOc1ccc(NS(=O)(=O)c2ccc(OC)c(C)c2)cc1
    -0.1	1	1	0	-8	6	-3	0	-1
Cc1nn(-c2ccc(N3CCOCC3)nn2)c(C)c1CCC(=O)NCc1ccccc1F
    1.0	1	1	-1	-2	3	-13	-4	-1
C=CCc1cccc2cc(C(=O)NC3=C(C#N)CCC3)c(=O)oc12
    -3.6	1	1	-2	-5	5	0	13	-3
COc1ccc(NC(=O)CN(C)C(=O)CC2CCCCC2)cc1
    3.8	0	4	0	-14	15	1	18	5
CC1CCc2nn(CC(=O)NCCCN3CCCCC3)cc2C1 (stereo not drawn)
    0.5	0	-5	-2	1	-4	2	0	2
Cc1cc(C(=O)NCCc2ccc(S(N)(=O)=O)cc2)no1
    -2.6	0	18*	4	-11	13	8	-5	3
COc1cccc(-c2cc(C(=O)NN3CCOCC3)c3ccccc3n2)c1
    0.5	3	-2	1	-8	-2	7	-1	1
O=C(O)C1=C[C@@H](c2ccc3c(c2)OCO3)C[C@@H](OCCCCO)O1
    -0.3	2	12	-5	-2	4	-20	12	0
c1ccc(-c2ccc(CN3C[C@@H]4C(c5ccccc5)C5(c6ccccc6)CC4(C5)[C@H]3c3ccccc3)cc2)cc1 (stereo partly drawn)
    -1.9	0	2	4	-2	4	2	6	6
COc1ccc2nc(N(CCN(C)C)C(=O)c3ccc4ccccc4c3)sc2c1
    3.2	0	4	-4	-3	3	-6	-2	0
CCC(=O)N1CCCc2cc(S(=O)(=O)N3CCN(c4ccccn4)CC3)ccc21
    -0.4	6	33*	-6	-3	5	-5	0	8
COc1ccc(N2CC(C(=O)Nc3nnc(SCC(=O)N4CCCC4)s3)CC2=O)cc1 (stereo not drawn)
    0.4	0	-4	-5	-2	3	1	-4	20
CCOCCCNC(=O)c1cc(Sc2ccc(F)cc2)nc2ccccc12
    3.5	7	-7	-2	3	-11	4	1	7
CCCCCC(=O)Nc1ccccc1N1CCN(c2ccccc2)CC1
    1.6	2	-3	-5	-5	-6	-19	6	-3
Cc1cc(N2CCN(c3ccccc3)CC2)nc(-c2ccccc2)n1
    2.6	-1	0	-3	-18	0	4	-6	6
Nn1c(SCc2ccc(Br)cc2)nnc1-c1cccnc1
    -0.6	0	1	3	-12	8	-6	-7	-8
O=C(Cc1ccc(Cl)cc1)c1c[nH]c(C(=O)NCCCN2CCOCC2)c1
    -1.8	0	11	-4	-7	5	3	0	0
O=C(NNS(=O)(=O)c1ccc(Cl)cc1)c1cc(-c2ccccc2)n[nH]1
    0.6	4	-11	-3	-7	5	-4	-3	17
CCOc1ccc(NC(=O)CN(C)C(=O)C(C)Oc2ccc(Cl)cc2)cc1OCC (stereo not drawn)
    -0.7	10	-7	0	3	-1	-4	-2	1
CCC(C)CCN1C(Nc2ccccc2)=NC[C@@H]1C (stereo partly drawn)
    1.1	2	0	-3	1	2	6	8	8
O=Cc1ccc(F)c([B-](F)(F)F)c1
    2.1	1	3	1	-7	8	0	1	-10
Cn1cc(Cl)c(C(=O)Nc2nccs2)n1
    1.3	0	1	-1	-7	9	4	-1	6
Cc1ccc(N(C(=O)CNC(=O)c2ccco2)C(C(=O)NCC2CCCO2)c2ccccc2)cc1 (stereo not drawn)
    -1.9	7	-8	1	-9	10	6	2	-1
CC(=O)c1ccc(N(CC(=O)NC2CCS(=O)(=O)C2)S(=O)(=O)c2ccc(Cl)cc2)cc1 (stereo not drawn)
    2.4	0	0	0	-6	5	8	3	-3
CN(CCc1ccccc1)c1cc2c(c3c1ccn3C)C1CCC2O1 (stereo not drawn)
    .	0	4	0	-6	9	-7	15	-5
CCc1cc(=O)oc2cc(C)cc(OCC(=O)NC3CC3)c12
    -0.3	1	1	-3	-14	19	4	13	4
O=C(COc1cc2oc(=O)c3c(c2cc1Cl)CCC3)Nc1cccnc1
    0.8	9	-3	-1	-7	5	1	-3	0
Cc1cc(Cl)ccc1C(O)c1ncc(-c2ccccc2C(F)(F)F)[nH]1 (stereo not drawn)
    .	3	-2	2	6	-9	11	-10	-4
O=C(Nc1cc2c(cc1Br)OCCO2)c1cccnc1
    -0.9	1	-5	-4	-25	17	8	0	5
CCCOc1ccc(S(=O)(=O)NCCN2CCOCC2)c2ccccc12
    1.8	2	-4	-3	13	-7	-5	-1	-14
COc1ccccc1N1CC(C(=O)NCCC2=CCCCC2)CC1=O (stereo not drawn)
    1.3	1	1	3	-6	6	9	-1	-3
CCOC(=O)C1=C(C)N=C2c3ccccc3C(=O)C2C1c1ccc(C)cc1 (stereo not drawn)
    -4.2	2	5	-11	1	5	0	7	3
CN(Cc1ccccc1)S(=O)(=O)c1cccs1
    -0.5	0	-10	-2	-23	8	-5	-2	6
CC(NCc1cc(Br)ccc1OCC(=O)NCc1ccccc1)c1ccccc1 (stereo not drawn)
    0.6	7	-3	-1	15	-8	9	-13	15
CCOC(=O)N1CCC(NC(=O)c2sc3nc4n(c(=O)c3c2C)CCCC4)CC1
    -0.5	0	6	-7	0	4	4	-4	7
Cc1nc(NC(=O)C(C)(C)C)sc1C(=O)Cn1cc(CCCC#N)nn1
    .	0	1	1	.	.	1	2	4
O=C(COc1ccccc1[N+](=O)[O-])NCC1(N2CCCCC2)CCCCC1
    -0.5	0	-3	-10	21	-11	4	-4	9
CN1C(=O)/C(=C/C=C2/CCCN2C)N(C)C1=S
    2.8	1	5	-3	-11	15	-6	10	-4
COc1ccccc1CNC(=O)C1CCC(CNS(=O)(=O)c2cccs2)CC1 (stereo not drawn)
    -0.4	2	-1	-3	-10	8	-6	2	20
COc1cc(CN(C)c2ncnc3sccc23)ccc1OC(F)F
    0.0	8	0	0	1	2	-2	-7	-4
O=C(NCc1cccc(Cl)c1)c1cc(=O)[nH]c2ccccc12
    1.8	0	-3	-1	7	0	-3	-9	3
O=S(=O)(Nc1nc2ccccc2s1)c1ccc(Cl)nc1
    -1.2	3	-5	4	-6	11	-13	2	-2
COc1ccc([C@@H]2C[C@H]3[C@@H](CN2S(=O)(=O)c2ccccc2)C(=O)C[C@@H](c2cccc(Cl)c2)N3S(=O)(=O)c2ccc(C)cc2)cc1
    .	3	2	4	21	-2	3	0	1
c1ccc(Cn2nnc3c(NCCN4CCOCC4)ncnc32)cc1
    -1.9	1	-2	1	-15	9	-2	0	3
CCC(=O)Nc1nc2ccccc2n1CCN1CCOCC1
    -1.9	0	-3	-2	-18	-1	-7	3	3
Cc1ccc(OCc2n[nH]c(=S)n2-c2ccc(Br)cc2)cc1
    7.5	4	-8	5	-4	10	-5	-4	13
O=C(N/N=C/c1ccc2c(c1)OCO2)c1ccc(Cl)cc1Cl
    -1.1	0	-1	-2	0	5	11	-6	3
COc1cccc(/C=C/c2ccncc2)c1OC
    -2.1	-1	2	-8	-6	0	3	-1	-3
CCOc1ccc(NC(=O)CN(C)C(=O)C2CC(=O)N(c3cccc(SC)c3)C2)cc1OCC (stereo not drawn)
    -1.4	0	10	-3	-5	10	-5	1	8
COc1cccc(-c2cc(C(=O)Nc3ccc4c(c3)OCO4)no2)c1
    -0.8	1	5	-3	-11	15	-7	-4	-1
CCOC(=O)CNC(=O)CSc1ncnc2c1cnn2-c1ccc(OC)cc1
    -1.1	3	-1	3	-13	12	3	20	3
Cc1cc2c(N)cccc2nn1
    11	0	-8	3	-2	9	11	1	5
CC(CCc1ccccc1)NC(=O)CN1CCN(Cc2ccccc2)C1=O (stereo not drawn)
    -1.1	0	0	-1	-1	6	7	-4	8
Cc1cc(NC(=O)CSc2nc(-c3ccc(Cl)cc3)cs2)no1
    -1.7	0	-6	-4	5	-8	-7	3	4
Nc1[nH]c(C(=O)c2ccccc2)c(-c2ccc(Cl)cc2)c1C(=O)NCCc1c[nH]c2ccccc12
    .	2	-9	4	.	.	2	10	-5
NC1=NS(=O)(=O)NC1c1ccc(Br)cc1 (stereo not drawn)
    0.6	6	-11	2	0	-1	-4	-6	4

New compounds follow.
Below each compound – CRFR2-BP ag	M4 ag	CHRM5 PAM	CHRM5 agonist	M1 antag	CHRM1 PAM	M4 antag	CHRM4 PAM	CHRM5 antagonist
Cc1cc(-c2ccccc2)n(-c2ccccc2)n1
    -1.8	-1	4	-4	-15	0	-12	0	-3
Cc1occc1-c1nnc(SCC(=O)Nc2ccccc2)n1C(C)c1ccccc1 (stereo not drawn)
    -0.2	5	-18	-9	17	-3	5	-2	4
CCN1C(=O)/C(=C\C(=O)c2cccs2)c2cc(Br)ccc21
    0.7	1	2	6	-9	11	-6	-5	-4
CCN1CCN(c2cc(C)c3cc(NC(=S)N(CC)CC)ccc3n2)CC1
    0.2	1	3	-1	-9	5	2	-9	-9
O=C(CNC1CCCCC1)Nc1ccc(Cl)cc1
    4.2	0	6	6	-2	2	4	-7	-7
Cc1cccc(NC(=O)C(C)C(=O)c2ccccc2)c1 (stereo not drawn)
    -0.4	0	-2	0	-9	5	4	0	3
COc1ccc(C(=O)N2CCOC2CNC(=O)C(=O)NCc2ccc(F)cc2)cc1 (stereo not drawn)
    0.9	1	10	-2	-19	11	1	5	-6
CCC(C)N(C(=O)COC(=O)Cc1n[nH]c(=O)c2ccccc12)C1CCS(=O)(=O)C1 (stereo not drawn)
    -0.7	1	0	3	-8	8	-2	2	1
C[C@@H](C(O)c1ccccc1)N(C)C(=O)CCc1ccccc1 (stereo partly drawn)
    -0.5	0	4	4	20	-9	6	-3	4
CCC(c1nnnn1Cc1ccc(F)cc1)N1CCN(C2CCCCC2)CC1 (stereo not drawn)
    -1.1	1	-3	-11	-26	9	-5	-1	-2
Cc1cc(NC(=O)CCNS(=O)(=O)c2ccc3[nH]c(=O)oc3c2)ccc1Br
    -1.2	1	-2	-3	6	1	11	-2	17
